# TAAR1 antag – human TAAR1 antagonists, primary screen, Fluo-8 calcium fluorescence, CHO RD-HGA16 cells; Trace amine-associated receptor 1 (Homo sapiens), Q96RJ0; 360,000 compounds, 1.5% hits; antagonist; inhibition, % at 3 µM;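 active = inhibition above a per-plate cutoff, the mean inhibition of test compounds on that plate plus 3 SD, cut at about 49% in these data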;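 also: 0% = DMSO plus EC80 beta-PEA response and 100% = DMSO alone without agonist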
# Target sequence (Q96RJ0 whole entry, looked up): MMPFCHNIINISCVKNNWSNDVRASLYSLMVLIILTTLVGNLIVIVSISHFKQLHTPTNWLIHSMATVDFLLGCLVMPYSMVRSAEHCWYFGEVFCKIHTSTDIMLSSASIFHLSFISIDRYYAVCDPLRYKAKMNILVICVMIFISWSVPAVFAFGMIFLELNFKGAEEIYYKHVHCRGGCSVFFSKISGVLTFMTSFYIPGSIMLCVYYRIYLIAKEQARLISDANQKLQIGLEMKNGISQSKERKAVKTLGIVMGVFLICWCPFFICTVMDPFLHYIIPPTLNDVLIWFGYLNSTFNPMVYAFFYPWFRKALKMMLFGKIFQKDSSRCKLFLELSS
#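 Assay system: RD-HGA16 CHO cells with stable hTAAR1 and Gα16 / Reagent: EC80 β-phenethylamine stimulus / Doses: 3 µM, single point / Timing: dye loading 75 min at 37 °C, then 30 min room temperature / Measured by: Fluo-8 intracellular calcium dye fluorescence, real-time kinetic reads / Controls: vehicle wells and EC80 agonist wells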
# CHO-K1 Ca antag – M1 antagonist counterscreen hit in parental CHO-K1 cells | AID 602250 | ATP-induced calcium, Fluo-8 fluorescence | inhibition, % at 3 µM | 360,000 compounds, 0.6% hits;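 active = inhibition above a per-plate cutoff, the plate's mean sample inhibition plus 3 SD, cut at about 24% in these data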;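 also: 0% = DMSO plus EC80 ATP and 100% = DMSO alone without ATP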
# CHO parental Ca – ATP-evoked calcium signal inhibitors, parental CHO, primary screen, counter-screen for OX1R antagonist project, cell-based, fluorescence, Fluo-8 calcium dye; parental CHO-K1, ATP-induced calcium, Fluo-8 fluorescence; 330,000 compounds, 0.63% hits; inhibition, % at 5.6 µM; AID 463079, 2010;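 active = inhibition above that plate's mean sample inhibition plus 3 SD, cut at about 26% in these data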;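 also: 0% = ATP-challenged DMSO wells and 100% = DMSO wells without ATP; some compounds past the cut are filed as inactive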
#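 Test system: parental CHO cells; detection: calcium-sensitive Fluo-8 fluorescence; evaluation: percent inhibition of calcium signal; also added: ATP as calcium-mobilizing challenge; repeats: one well per compound; control set: ATP-challenged DMSO wells low, unchallenged DMSO wells high; compound: single nominal dose of 5.6 µM per compound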
# CHO-K1 Ca ag – counter-screen for M1 agonists: effect in parental CHO-K1 cells. 360,000 compounds, 0.48% hits. Fluo-8 calcium fluorescence; scaled to maximal ATP response, vehicle zero. AID 602248, 2012. activation, % at 3 µM; in the data active = activation above about 15%;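 also: untransfected CHO-K1 host cells lacking M1 receptor as counterscreen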
# M1 PAM parental – nonselective calcium activators in parental CHO-K1 cells, primary screen, counter-screen for M1 PAM project, cell-based, Fluo-8 calcium fluorescence, full deck, 1536-well; ATP EC20; 0% at ATP EC20, 100% at ATP max; activation, % at 3 µM; 360,000 compounds, 0.02% hits;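 active = activation above the run cutoff, the mean activation of all test compounds plus 3 SD, cut at about 40% in these data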;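 also: peak over basal fluorescence ratio in a 140 s read after ATP addition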
# TAAR1 agonist – human TAAR1 agonists, primary screen, Fluo-8 calcium fluorescence, CHO RD-HGA16 cells | Trace amine-associated receptor 1 (Homo sapiens), Q96RJ0 | vehicle wells 0%, saturating PEA agonist 100% | activation, % at 3 µM | 360,000 compounds, 0.99% hits | AID 624467, 2012;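 active = activation above the mean activation of all test compounds in the run plus 3 SD, cut at about 38% in these data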
#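 Test system: RD-HGA16 (CHO) cells co-expressing Gα16 and hTAAR1; dosing: one-point dosing at 3 µM (nominal); timing: 17-24 h seeding, 75 min 37 °C dye, 30 min RT; signal: kinetic Fluo-8 calcium fluorescence; read-out basis: % activation relative to PEA EC100 response; controls: DMSO and PEA EC100; replicates: n 1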
# M1 ag – human M1 muscarinic receptor agonists, primary screen, Fluo-8 calcium fluorescence, CHO-K1 cells, HTS. CHO-K1 hM1, agonist mode; 0% DMSO, 100% acetylcholine EC100. activation, % at 3 µM. 360,000 compounds, 0.33% hits. AID 588814, 2011;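 active = activation above the run's mean compound activation plus 3 SD, cut at about 16% in these data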;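 also: peak over basal fluorescence ratio within a 140 s kinetic read after compound addition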
# Target sequence (P11229 whole entry, looked up): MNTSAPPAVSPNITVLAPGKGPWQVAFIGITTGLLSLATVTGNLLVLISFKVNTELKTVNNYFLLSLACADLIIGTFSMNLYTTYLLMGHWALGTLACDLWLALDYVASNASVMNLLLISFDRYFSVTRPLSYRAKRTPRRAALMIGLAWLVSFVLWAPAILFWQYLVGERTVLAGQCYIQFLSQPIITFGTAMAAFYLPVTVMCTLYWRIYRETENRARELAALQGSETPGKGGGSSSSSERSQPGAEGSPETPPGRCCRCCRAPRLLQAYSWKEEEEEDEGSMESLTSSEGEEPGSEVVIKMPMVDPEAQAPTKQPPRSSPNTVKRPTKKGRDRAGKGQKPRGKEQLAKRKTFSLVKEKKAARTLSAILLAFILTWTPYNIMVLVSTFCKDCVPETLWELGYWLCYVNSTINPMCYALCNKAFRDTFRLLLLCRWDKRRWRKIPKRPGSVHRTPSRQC
# CHRM1 antagonist – human M1 muscarinic receptor antagonists, primary screen, CHO-K1 cells, Fluo-8 calcium fluorescence, 1536-well; Muscarinic acetylcholine receptor M1 (Homo sapiens), P11229; inhibition, % at 3 µM; CHO-K1 hM1, ACh EC80 antagonist; AID 588852, 2011; 360,000 compounds, 1.3% hits;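 active = percent inhibition above its own plate's cutoff, namely the mean of that plate's compound wells plus 3 SD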;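 also: peak over basal fluorescence ratio during 140 s after agonist addition; 0% = ACh EC80 plus DMSO and 100% = DMSO alone without agonist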
# CHRM1 PAM – human M1 muscarinic receptor positive allosteric modulators, primary screen, CHO-K1 cells, Fluo-8 calcium fluorescence, 1536-well | Muscarinic acetylcholine receptor M1 (Homo sapiens), P11229 | activation, % at 3 µM | CHO-K1 hM1, ACh EC20; 0% = ACh EC20, 100% = maximal ACh | 360,000 compounds, 0.088% hits; in the data active = activation above about 19%, passing the limit was not always enough
# Starred values were filed as active, the others as inactive; · = not tested or not shown. The order is random (roughly 4.4% active in at least one column).
smiles	TAAR1 antag	CHO-K1 Ca antag	CHO parental Ca	CHO-K1 Ca ag	M1 PAM parental	TAAR1 agonist	M1 ag	CHRM1 antagonist	CHRM1 PAM
Cc1cc(COc2ccccc2OCc2cc(C)no2)on1	-14	15	-14	-0.4	-4	1	-3	-5	4
CC(C)N1CN=C(Nc2nc3ccccc3o2)NC1	-7	-18	-8	1.2	20	1	-3	-6	9
O=C(CN1C(=O)NC2(CCCC2)C1=O)OCCOc1ccccc1Cl	-14	1	-13	0.9	2	0	-1	-7	-1
Cc1cc(OC(C)C(=O)NCC(O)c2ccccc2)c2c(C)cc(=O)oc2c1 (stereo unspecified)	-14	-7	-6	0.9	-6	2	-1	-7	6
C=CCn1c(SCC(=O)Nc2cc(C)on2)nnc1-c1ccccc1OC	-17	-7	-11	-0.6	6	3	-3	-17	16
CN(C)/C=C1\N=C(c2ccccc2)OC1=O	-16	19	1	-0.1	-10	5	-4	4	-1
Cc1ccccc1CN1C(=O)c2ccccc2S(=O)c2ccc(C(=O)NCCCN3CCOCC3)cc21 (stereo unspecified)	-7	-12	-25	0.7	-3	4	-6	-4	-2
C[C@@H]1CN([C@@H](C)CO)C(=O)c2cc(C#CC(C)(C)O)cnc2O[C@@H]1CN(C)C(=O)c1ccccc1F	-2	6	·	0.0	-6	1	-3	-19	-1
COc1cccc(CC(=O)Nc2ccc(N3CCOCC3)c(S(=O)(=O)Nc3ccccc3OC)c2)c1	-2	2	·	1.2	-17	6	-4	-2	8
CC(C)NC(=O)OCc1c(COC(=O)NC(C)C)c([N+](=O)[O-])n2c1CCC2	-12	-2	·	-0.5	0	3	-5	0	2
CN1CCN(C(=O)CCCOc2cc(=O)n(C)c3ccccc23)CC1	-10	-4	-2	0.7	10	3	-3	-1	3
COc1ccc(CN2C(=O)N(c3ccc(OC)cc3)C(=O)C2CC(=O)Nc2ccccc2)cc1 (stereo unspecified)	20	-5	-10	3.0	6	4	-4	4	-7
Cc1ccccc1-n1nc(C)c2cc(C(=O)N3CCN(S(=O)(=O)c4ccccc4)CC3)sc21	-7	-6	·	0.6	14	2	-3	-12	8
COc1ccccc1Nc1nc(Cl)nc(Nc2ccccc2OC)n1	11	-23	-29	0.5	9	2	-5	5	-2
CN(C)S(=O)(=O)N(CC(=O)NCCSCc1ccccc1)c1ccccc1	-2	5	-22	1.0	-8	0	-6	0	-2
CN(CC(=O)Nc1ccc(F)c(F)c1F)C(=O)/C=C/c1ccc(Cl)cc1	-11	-9	-4	0.5	25	2	-4	5	-6
CN(C(=O)c1ccccc1OC1CCN(S(C)(=O)=O)CC1)C1CCOC1 (stereo unspecified)	-3	-11	1	1.9	10	-1	-1	-7	9
CC(OC(=O)CNC(=O)C12CC3CC(CC(C3)C1)C2)C(=O)Nc1ccc(S(N)(=O)=O)cc1 (stereo unspecified)	14	-10	-8	0.7	19	9	-8	-3	7
CCN(C[C@H]1N[C@@](Cc2ccccc2)(C(=O)OC)[C@H]2C(=O)N(Cc3ccccc3)C(=O)[C@@H]12)S(=O)(=O)c1ccc(C(F)(F)F)cc1	-3	14	-13	1.5	-2	0	-2	2	1
C[C@@H](C[C@@H](O)[C@H](O)C(C)(C)O)[C@@H]1CC[C@]2(C)C3=CC[C@H]4C(C)(C)C(=O)CC[C@]4(C)[C@H]3CC[C@@]12C	-10	-12	-10	0.2	6	4	-4	-1	7
COc1c(O)ccc(/C=C(\C#N)c2nc3ccccc3[nH]2)c1[N+](=O)[O-]	17	-9	-9	2.9	16	6	-3	-5	2
CCCN1CCN(C(=O)c2cc(COc3ccc(F)cc3F)on2)CC1	-18	-8	-8	1.2	14	0	-6	-4	0
Cn1c(N)nc2nc(CCc3ccccc3)c(=O)[nH]c2c1=O	-8	-7	2	1.1	18	8	-2	-20	14
COc1cc(CCC(=O)OCC(=O)Nc2nc(C)c(Cl)cc2Cl)cc(OC)c1OC	-4	-4	-24	3.2	8	3	-1	-9	2
CCc1ccc([C@@H]2C[C@H]3[C@@H](CN2S(=O)(=O)c2ccc(C)cc2)C(=O)C[C@@H](c2ccccc2F)N3S(=O)(=O)c2ccc(C)cc2)cc1	-3	-1	·	0.0	1	1	-2	-11	2
CCOc1cnc(-c2ccc(Cl)cc2)o1	-2	-3	-3	0.4	12	7	-5	-5	6
O=C(C[C@H]1C/C=C\C[C@@H](Cc2ccc(F)cc2)C(=O)O[C@@H](c2ccccc2)CNC1=O)N[C@@H](CO)Cc1ccccc1	-14	-5	-11	-0.1	-2	6	-5	1	3
COc1ccc(S(=O)(=O)N2CCOCC2)cc1NC(=O)c1ccc2c(c1)OCCO2	4	-12	-11	2.2	-12	4	-3	2	-1
C#Cc1cccc(Nc2nc(NCCOC)nc3ccsc23)c1	57*	0	·	11	-2	9	2	22	-22
O=C(O)C(=O)/C(=C\c1ccccc1)c1ccc2ccccc2n1	6	-4	-18	-0.2	2	0	-5	2	0
Cc1cc(N2C(=O)C(O)=C(C(=O)c3ccco3)C2c2ccc(Cl)cc2)no1 (stereo unspecified)	-45	-17	15	-0.7	22	4	0	-15	6
O=c1[nH]c(CSc2nc3ccccc3o2)nc2c1cnn2-c1ccccc1	-23	-6	-5	0.8	25	8	-2	-9	12
Cc1ccc(O)c(CNc2nc3ccccc3n2C)c1	11	14	-8	1.5	0	21	-2	-4	1
Cc1ccc(C(=O)c2coc3cc([N+](=O)[O-])c(O)c([N+](=O)[O-])c23)cc1	-7	-6	4	0.0	11	-3	-6	-8	12
Cc1ccccc1CN1C(=O)/C(=C\c2ccc(C(=O)NCCN3CCOCC3)cc2)Sc2ccccc21	53*	-4	-30	2.3	6	31	-1	-1	4
O=C(COc1nsnc1N1CCOCC1)Nc1ccc([N+](=O)[O-])cc1	18	-9	13	2.1	-6	9	-3	-2	3
CCOc1ccc(C(C)NC(=S)NC2CCCCC2)cc1 (stereo unspecified)	22	3	-18	2.2	6	13	-4	4	2
NC(=O)c1ccsc1NC(=O)c1ccc(N2CCCC2=O)cc1	-17	-11	25	0.7	2	6	-6	-6	6
COc1ccc(S(=O)(=O)N2CC=C(C(=O)Nc3ccc(NC(C)=O)cc3)CC2)cc1	4	-8	-1	0.1	8	3	-3	-4	4
CCCc1cc(=O)[nH]c(SCC(=O)Nc2ccc(OCc3ccccc3)cc2)n1	15	-11	0	1.4	19	0	-3	2	3
O=S(=O)(O)c1ccc2c(c1)C(C(Cl)(Cl)Cl)OC(C(Cl)(Cl)Cl)O2 (stereo unspecified)	-7	-10	·	0.1	-11	2	-2	-11	4
CC1(C(=O)Nc2ccc3c(c2)OCCO3)CCN1C(=O)CC1CCCC1 (stereo unspecified)	-9	-21	·	2.3	30	3	-2	-7	7
CC(C)[C@H](NC(=O)N1c2ccccc2NC(=O)[C@@H]1C(C)C)C(=O)N1CCC(C(=O)O)CC1	-12	3	-9	-0.1	1	0	-1	-9	2
C[C@H]1CN([C@@H](C)CO)C(=O)Cc2cc(NS(C)(=O)=O)ccc2O[C@@H]1CN(C)CC1CC1	12	-2	0	-0.2	11	6	-6	-13	7
CCc1ccccc1N(CC(=O)NC(C)(C)C)C(=O)CCC(=O)Nc1ccccn1	4	-7	-14	0.8	4	0	-4	-3	1
COc1ccc(NC(=O)c2ccc3[nH]c(C)c(C)c3c2)c(OC)c1	0	-9	-7	3.2	12	2	-6	1	-1
CCCCNC(=O)NCc1cnn(C)c1C	-11	-4	-6	-0.6	13	0	-3	-5	5
CCC(CC)C(=O)NCCc1ccc(F)cc1	4	-6	-16	-0.1	9	3	-2	-24	5
CC1CN(c2cc(=O)n(-c3cccc(Br)c3)c(=O)[nH]2)CC(C)O1 (stereo unspecified)	-10	-12	-2	1.4	17	35	-2	-6	5
CC(C)(C)C1CCC2(CC1)NC(=S)N(c1ccccc1)N2 (stereo unspecified)	0	-9	-1	0.2	11	4	0	-8	9

# Later entries:
smiles	TAAR1 antag	CHO-K1 Ca antag	CHO parental Ca	CHO-K1 Ca ag	M1 PAM parental	TAAR1 agonist	M1 ag	CHRM1 antagonist	CHRM1 PAM
CCC1(c2ccccc2)NC(=O)N(CC(=O)N(c2ccccc2)C2CCS(=O)(=O)C2)C1=O (stereo unspecified)	-4	3	-9	4.8	7	1	-3	6	0
O=S(=O)(CS(=O)(=O)c1ccc(Cl)cc1)c1ccc(Cl)cc1	4	-7	-5	3.2	6	11	0	-10	9
Cc1c(=O)n(OCc2ccccn2)c2ccccc2[n+]1[O-]	-6	6	-3	0.2	10	13	-5	-6	5
CC(=O)Nc1cccc(NC(=O)C2CCCN2C(=O)Nc2ccc(C)cc2)c1 (stereo unspecified)	-17	0	-4	-0.2	-1	3	-4	3	10
C#CCOCCOCCOCCNc1nc(N2CCN(C(=O)Cn3cc(CC(C)O)nn3)CC2)nc(N2CCN(C(=O)[C@H]([C@@H](C)O)n3cc(CCCCN)nn3)CC2)n1 (stereo partly specified)	6	-17	·	-0.5	3	10	-2	-4	14
Cc1cc(N)c(NC2=CC(=O)CC(C)(C)C2)cc1C	4	-8	-24	1.0	12	12	-1	-18	13
C=C1[C@H](C)CN[C@H]1CCO	-6	-3	·	0.4	13	8	-2	-16	13
COc1cccc(OCc2cc(C(=O)N(Cc3ccccc3)CC3CC3)no2)c1	54*	-18	-10	3.6	8	2	0	7	-4
COC(=O)c1cc(-c2c(C)oc3cc(OC)ccc3c2=O)c(C)o1	14	-25	2	1.8	2	8	-2	20	-9
CCOC(=O)Cn1cc(C(=O)c2ccco2)c2ccccc21	-4	-5	-26	-0.1	12	18	-3	-3	3
COc1ccc(CCNC(=O)c2nn(C)c3c2CS(=O)(=O)c2ccccc2-3)c(OC)c1	43	-8	-22	9.6	5	8	1	12	-6

# 2 of these compounds, reformatted.
Cc1ccccc1CN1C(=O)/C(=C\c2ccc(C(=O)NCCN3CCOCC3)cc2)Sc2ccccc21
  TAAR1 antag: 53*
  CHO-K1 Ca antag: -4
  CHO parental Ca: -30
  CHO-K1 Ca ag: 2.3
  M1 PAM parental: 6
  TAAR1 agonist: 31
  M1 ag: -1
  CHRM1 antagonist: -1
  CHRM1 PAM: 4

O=C(O)C(=O)/C(=C\c1ccccc1)c1ccc2ccccc2n1
  TAAR1 antag: 6
  CHO-K1 Ca antag: -4
  CHO parental Ca: -18
  CHO-K1 Ca ag: -0.2
  M1 PAM parental: 2
  TAAR1 agonist: 0
  M1 ag: -5
  CHRM1 antagonist: 2
  CHRM1 PAM: 0
